HSP90 refold inh: HSP90 refolding inhibition in rabbit reticulocyte lysate. luciferase refolding luminescence, 3 h. inhibition, % at 5.6 µM. 290,000 compounds, 0.91% hits. AID 1789;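 active means inhibition above the screen-wide mean plus 3 SD, computed separately per campaign, cut at about 16% in these data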;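 further: 0% = DMSO wells and 100% = 60 µM geldanamycin wells; inhibitors lower the luminescence because luciferase stays unfolded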
HSF1 inh: HSF1 inhibition. NIH3T3-HGL HSE-luciferase, MG132-induced, luminescence 8 h; stronger effect = lower value. activity change, negative = inhibition, % at 7.5 µM (by protocol). 300,000 compounds, 0.77% hits;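 active means more than half of replicate wells show activity change below -50%, luminescence cut by over half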;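 further: luciferase reports HSF-1 transcriptional activity via heat shock element; 0% = median of DMSO wells and -100% = zero luminescence signal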
Dyrk1A ADPGlo: blocks rat Dyrk1A kinase activity; ADP-Glo luminescence, NFATc1 peptide; inhibition, % at 12.5 µM; 310,000 compounds, 0.43% hits; AID 504441; in the data active means inhibition above about 50%;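 further: plate controls were vehicle with enzyme for no effect and no enzyme for full effect; many of its hits are not listed in these tables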
HSF-1 act: increases HSF-1 driven luciferase reporter signal; NIH3T3-HGL HSF-1 luciferase reporter, MG132, 8 h; 100% = twice DMSO control signal; activation, % at 9 µM; 300,000 compounds, 1.7% hits; AID 504408;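 active means mean replicate activation of at least 50% with a set share of replicates each reaching 50%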;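 further: 0% = median of the neutral control wells and 100% = twice that signal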
GSK3A inh: blocks human GSK-3 alpha kinase; P49840; ADP-Glo luminescence, 60 min; inhibition, % at 10 µM; 320,000 compounds, 0.1% hits;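 in the data active means inhibition above about 50%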;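 further: GST-tagged GSK-3 alpha with peptide substrate and 25 µM ATP; 0% = DMSO neutral wells and 100% = GW8510 positive control wells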
Target sequence (P49840 whole entry, looked up): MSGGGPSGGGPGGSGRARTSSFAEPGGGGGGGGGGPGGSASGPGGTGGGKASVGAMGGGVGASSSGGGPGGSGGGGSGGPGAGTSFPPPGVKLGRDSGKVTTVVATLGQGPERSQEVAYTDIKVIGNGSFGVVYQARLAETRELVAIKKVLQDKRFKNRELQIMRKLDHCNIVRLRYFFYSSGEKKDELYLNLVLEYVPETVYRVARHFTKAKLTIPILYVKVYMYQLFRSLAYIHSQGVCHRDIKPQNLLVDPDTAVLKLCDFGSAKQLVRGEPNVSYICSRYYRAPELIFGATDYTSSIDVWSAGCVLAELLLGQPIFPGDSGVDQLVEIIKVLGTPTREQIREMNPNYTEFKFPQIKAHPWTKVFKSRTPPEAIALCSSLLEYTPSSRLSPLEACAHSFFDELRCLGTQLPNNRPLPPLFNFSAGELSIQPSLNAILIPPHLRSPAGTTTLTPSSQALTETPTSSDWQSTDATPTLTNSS
Platelet DG rel: platelet dense granule release activity; AID 1663; human platelet-rich plasma, SFLLRN dense granule ATP release, luminescence; inhibition, %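 (compounds screened at 7.5 µM in platelet-rich plasma)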; 300,000 compounds, 0.22% hits;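 active means mean replicate score, as percent of positive control, at or above 50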
PolyA inhibitor: inhibitors of polyadenylation in S. cerevisiae | S. cerevisiae SKY197-pL101 polyadenylation reporter, beta-gal luminescence; efflux-impaired pdr1/pdr3 knockout yeast; score 100 = 6 SD above DMSO | calls only at 12 µM | 300,000 compounds, 0.02% hits | AID 1875;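 active means lowest replicate activity score at least 50, where 100 means six control SD above control mean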;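 further: yeast exposed to compound for 9 h at 30 °C; higher score means more reporter readthrough which indicates perturbed polyadenylation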
GSK3B inh: inhibitors of human GSK3beta kinase. 300,000 compounds, 0.038% hits. GST-GSK3beta kinase, ADP-Glo luminescence, 60 min; stronger effect = lower value. activity score (negative = inhibition), % at 10 µM. P49841. AID 2097;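 active means more than half of replicate wells score below -50%, meaning over 50% inhibition versus plate controls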;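 further: 0% = median DMSO wells and -100% = median GW8510 positive control wells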
Target sequence (P49841 whole entry, looked up): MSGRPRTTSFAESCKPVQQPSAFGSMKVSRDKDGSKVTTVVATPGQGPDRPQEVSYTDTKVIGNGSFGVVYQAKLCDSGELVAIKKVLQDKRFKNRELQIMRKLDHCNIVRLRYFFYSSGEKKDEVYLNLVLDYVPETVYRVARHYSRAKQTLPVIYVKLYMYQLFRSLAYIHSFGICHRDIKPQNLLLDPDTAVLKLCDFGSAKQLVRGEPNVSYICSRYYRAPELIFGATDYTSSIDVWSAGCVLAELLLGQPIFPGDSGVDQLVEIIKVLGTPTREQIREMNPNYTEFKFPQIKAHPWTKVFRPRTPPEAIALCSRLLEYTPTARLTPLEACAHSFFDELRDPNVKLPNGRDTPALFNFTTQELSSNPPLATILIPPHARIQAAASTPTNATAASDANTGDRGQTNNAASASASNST
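Test system: GST-tagged human GSK3beta kinase, cell-free; evaluation: activity score scaled between in-plate DMSO and GW8510 controls; measured by: ADP-Glo luminescence; incubation: 60 min reaction, RT; benchmarks: DMSO and 20 µM GW8510; reagent: peptide substrate plus 25 µM ATP (final); medium: Tris/MgCl2 kinase buffer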
HDAC3 inhib: human HDAC3 inhibition | 320,000 compounds, 0.15% hits | O15379 | inhibition, % at 8.3 µM | AID 2718 | recombinant HDAC3, fluorogenic peptide/trypsin coupled, fluorescence; in the data active means inhibition above about 26%, passing the limit was not always enough
AI-2 QS modul: Vibrio harveyi AI-2 quorum sensing modulation; Vibrio harveyi JMH597 AI-2 luminescence/OD600 ratio, 9 h; stronger effect = lower value; strain lacks LuxN and CqsS sensors; 0 = neutral-control median; activity change, % at 7.5 µM; 300,000 compounds, 0.4% hits; AID 2094; in the data active means activity change below about -75%, passing the limit was not always enough;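 further: luminescence divided by OD600 gain over 9 h not by final OD600 alone; inactives centre near 13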
* = called active by the depositor.

Results for COC(=O)C1=C(C)NC(=O)NC1c1ccc(-c2ccccc2Cl)o1 (stereo not given) ?
HSP90 refold inh: -1; HSF1 inh: 4; Dyrk1A ADPGlo: 1; HSF-1 act: 8; GSK3A inh: -2; Platelet DG rel: -4; PolyA inhibitor: inactive; GSK3B inh: 2; HDAC3 inhib: 8; AI-2 QS modul: 5

How did Cc1ccc(C(=O)N2CCN(C)CC2)cc1[N+](=O)[O-] do in these assays?
HSP90 refold inh: 3; HSF1 inh: 0; Dyrk1A ADPGlo: -5; HSF-1 act: -5; GSK3A inh: 1; Platelet DG rel: 3; PolyA inhibitor: inactive; GSK3B inh: 4; HDAC3 inhib: 4; AI-2 QS modul: 9

What do the screens show for `O=C1C2CC=CCC2C(=O)N1c1nc2n(n1)C(c1ccccc1)CC(c1ccccc1)N2` (stereo not given)?
HSP90 refold inh: -1; HSF1 inh: -5; Dyrk1A ADPGlo: 4; HSF-1 act: 9; GSK3A inh: 0; Platelet DG rel: -6; PolyA inhibitor: inactive; GSK3B inh: 1; HDAC3 inhib: -1; AI-2 QS modul: 23

How did CCc1cc(/C(Cc2ccccn2)=N\Nc2ccccc2)c(O)cc1O do in these assays?
HSP90 refold inh: -4; HSF1 inh: 15; HSF-1 act: 46; GSK3A inh: 0; Platelet DG rel: -6; PolyA inhibitor: inactive; GSK3B inh: 0; HDAC3 inhib: 3; AI-2 QS modul: 11

Results for COc1cccc(-c2cc(C(=O)Nc3cc(C)nn3-c3ccccc3)no2)c1 ?
HSP90 refold inh: 0; HSF1 inh: -14; Dyrk1A ADPGlo: 0; HSF-1 act: -4; GSK3A inh: -10; Platelet DG rel: -1; PolyA inhibitor: inactive; GSK3B inh: 1; HDAC3 inhib: -3; AI-2 QS modul: 6

How did O=C(CSc1cnc2ccccc2n1)c1ccc(F)cc1 do in these assays?
HSP90 refold inh: -1; HSF1 inh: 2; Dyrk1A ADPGlo: 3; HSF-1 act: 5; GSK3A inh: -3; Platelet DG rel: 7; PolyA inhibitor: inactive; GSK3B inh: 1; HDAC3 inhib: 15; AI-2 QS modul: 15

How did O=C(c1ccc(Cl)cc1)C1CCN(C(=O)c2ccc(F)cc2)CC1 do in these assays?
HSP90 refold inh: 1; HSF1 inh: 5; HSF-1 act: -16; GSK3A inh: -2; Platelet DG rel: -2; PolyA inhibitor: inactive; GSK3B inh: -3; HDAC3 inhib: -1; AI-2 QS modul: 19

How did O=C(NCC(=O)N1CCN(c2ccccc2O)CC1)c1ccc2c(c1)OCO2 do in these assays?
HSP90 refold inh: -1; HSF1 inh: -2; Dyrk1A ADPGlo: -8; HSF-1 act: -3; GSK3A inh: 2; Platelet DG rel: 6; GSK3B inh: 2; HDAC3 inhib: 2; AI-2 QS modul: -3

Results for CC(=O)Nc1c2c(nn1-c1ccccc1)CS(=O)C2 (stereo not given) ?
HSP90 refold inh: -4; HSF1 inh: -4; Dyrk1A ADPGlo: -4; HSF-1 act: -4; GSK3A inh: 0; Platelet DG rel: 2; PolyA inhibitor: inactive; GSK3B inh: 0; HDAC3 inhib: 1; AI-2 QS modul: 36

What do the screens show for `COc1ccc(CNC(=O)C2CC(=O)N(c3ccc(OCC(=O)N4CCCCC4)cc3)C2)cc1` (stereo not given)?
HSP90 refold inh: -4; HSF1 inh: 2; Dyrk1A ADPGlo: 15; HSF-1 act: 16; GSK3A inh: -1; Platelet DG rel: 0; PolyA inhibitor: inactive; GSK3B inh: 3; HDAC3 inhib: -2; AI-2 QS modul: 38

Results for O=C(CCCCCn1c(=S)[nH]c2ccsc2c1=O)NC1CCCCC1 ?
HSP90 refold inh: -3; HSF1 inh: 4; Dyrk1A ADPGlo: 3; HSF-1 act: 8; GSK3A inh: 0; Platelet DG rel: -2; PolyA inhibitor: inactive; GSK3B inh: 1; HDAC3 inhib: 1; AI-2 QS modul: 22

What do the screens show for `Cc1[nH]c2ccccc2c1CCNC(=O)c1c(N)no[n+]1[O-]`?
HSP90 refold inh: -8; HSF1 inh: 0; Dyrk1A ADPGlo: -3; HSF-1 act: 4; GSK3A inh: 5; Platelet DG rel: -3; PolyA inhibitor: inactive; GSK3B inh: -3; HDAC3 inhib: -4; AI-2 QS modul: 7

Part of the list above in order of molar mass, largest number first.
What do the screens show for `COc1ccc(CNC(=O)C2CC(=O)N(c3ccc(OCC(=O)N4CCCCC4)cc3)C2)cc1` (stereo not given)?
HSP90 refold inh: -4; HSF1 inh: 2; Dyrk1A ADPGlo: 15; HSF-1 act: 16; GSK3A inh: -1; Platelet DG rel: 0; PolyA inhibitor: inactive; GSK3B inh: 3; HDAC3 inhib: -2; AI-2 QS modul: 38

How did O=C(NCC(=O)N1CCN(c2ccccc2O)CC1)c1ccc2c(c1)OCO2 do in these assays?
HSP90 refold inh: -1; HSF1 inh: -2; Dyrk1A ADPGlo: -8; HSF-1 act: -3; GSK3A inh: 2; Platelet DG rel: 6; GSK3B inh: 2; HDAC3 inhib: 2; AI-2 QS modul: -3

How did O=C(c1ccc(Cl)cc1)C1CCN(C(=O)c2ccc(F)cc2)CC1 do in these assays?
HSP90 refold inh: 1; HSF1 inh: 5; HSF-1 act: -16; GSK3A inh: -2; Platelet DG rel: -2; PolyA inhibitor: inactive; GSK3B inh: -3; HDAC3 inhib: -1; AI-2 QS modul: 19

The list goes on:
How did Cc1ccc(-c2csc(NCCc3nc4cc(Cl)c(Cl)cc4n3CCOCCO)n2)cc1 do in these assays?
HSF1 inh: 12; Dyrk1A ADPGlo: -6; HSF-1 act: 14; GSK3A inh: -2; Platelet DG rel: -3; PolyA inhibitor: inactive; GSK3B inh: 0; HDAC3 inhib: 4; AI-2 QS modul: 20

Results for CCC(C)/C(C)=N/NC(=O)CNS(=O)(=O)c1ccc([N+](=O)[O-])cc1 (stereo not given) ?
HSP90 refold inh: -2; HSF1 inh: -2; Dyrk1A ADPGlo: 1; HSF-1 act: -5; GSK3A inh: -1; Platelet DG rel: 4; PolyA inhibitor: inactive; GSK3B inh: -1; HDAC3 inhib: -2; AI-2 QS modul: 19

Results for CCOc1ccc(C(C)(O)CN2CCOCC2)cc1 (stereo not given) ?
HSP90 refold inh: -2; HSF1 inh: -2; Dyrk1A ADPGlo: -6; HSF-1 act: -9; GSK3A inh: 0; Platelet DG rel: 6; PolyA inhibitor: inactive; GSK3B inh: -1; HDAC3 inhib: 0; AI-2 QS modul: 15

Results for CCc1ccccc1NC(=S)NC1CC2CCCC(C1)N2Cc1cccs1 (stereo not given) ?
HSP90 refold inh: 0; HSF1 inh: -1; Dyrk1A ADPGlo: -3; HSF-1 act: 7; GSK3A inh: -3; Platelet DG rel: 0; PolyA inhibitor: inactive; GSK3B inh: 1; HDAC3 inhib: 2; AI-2 QS modul: 4

Results for COc1cccc(NS(=O)(=O)c2cc3[nH]c(=O)c(=O)[nH]c3cc2C)c1 ?
HSP90 refold inh: -1; HSF1 inh: -11; Dyrk1A ADPGlo: -3; HSF-1 act: -1; GSK3A inh: 2; Platelet DG rel: 1; PolyA inhibitor: inactive; GSK3B inh: 0; HDAC3 inhib: 3; AI-2 QS modul: 20

Results for Cc1cc(-c2ccccc2)oc(=O)c1NC(=O)c1ccccc1 ?
HSP90 refold inh: 0; HSF1 inh: -5; Dyrk1A ADPGlo: -5; HSF-1 act: 4; GSK3A inh: -1; Platelet DG rel: 1; PolyA inhibitor: inactive; GSK3B inh: 7; HDAC3 inhib: -6; AI-2 QS modul: 8

Results for O=C(NCCCN1CCOCC1)C(c1ccccc1)c1ccccc1 ?
HSP90 refold inh: 3; HSF1 inh: 3; Dyrk1A ADPGlo: -5; HSF-1 act: 7; GSK3A inh: 0; Platelet DG rel: 9; PolyA inhibitor: inactive; GSK3B inh: 2; HDAC3 inhib: -3; AI-2 QS modul: 25

Results for CN(C)Cc1ccccc1CCc1ccccc1 ?
HSF1 inh: -2; HSF-1 act: 9; GSK3A inh: -3; Platelet DG rel: 4; PolyA inhibitor: inactive; GSK3B inh: -5; HDAC3 inhib: 6; AI-2 QS modul: 5

Results for CCC(C)NC(=O)CN1c2cccc3cccc(c23)S1(=O)=O (stereo not given) ?
HSP90 refold inh: 6; HSF1 inh: -3; Dyrk1A ADPGlo: -1; HSF-1 act: -13; GSK3A inh: -1; Platelet DG rel: -3; PolyA inhibitor: inactive; GSK3B inh: -6; HDAC3 inhib: -1; AI-2 QS modul: 26

What do the screens show for `CCOC(=O)c1cn2ccc(C)cc2n1`?
HSP90 refold inh: 1; HSF1 inh: 3; Dyrk1A ADPGlo: -3; HSF-1 act: 0; GSK3A inh: 1; Platelet DG rel: -13; PolyA inhibitor: inactive; GSK3B inh: 2; HDAC3 inhib: -5; AI-2 QS modul: 17

What do the screens show for `CN=C(Nc1cc(Cl)ccc1Cl)SC1CC(=O)N(c2ccc(C(=O)OC)cc2)C1=O` (stereo not given)?
HSP90 refold inh: 1; HSF1 inh: -3; Dyrk1A ADPGlo: -8; HSF-1 act: -2; GSK3A inh: 4; Platelet DG rel: -5; PolyA inhibitor: inactive; GSK3B inh: -4; HDAC3 inhib: 2; AI-2 QS modul: 30

What do the screens show for `CCCN1CCN(CCCNC(=O)C2CCCN(c3nc4ccc(OCC)cc4s3)C2)CC1` (stereo not given)?
HSP90 refold inh: 0; HSF1 inh: -7; Dyrk1A ADPGlo: 2; HSF-1 act: 8; GSK3A inh: -1; Platelet DG rel: -5; PolyA inhibitor: inactive; GSK3B inh: -1; HDAC3 inhib: 0; AI-2 QS modul: 5

Results for Cc1ccc(C(=O)Nc2cccc(C(=O)N/N=C/c3ccc(O)cc3)c2)cc1 ?
HSP90 refold inh: -5; HSF1 inh: -31; Dyrk1A ADPGlo: -5; HSF-1 act: -30; GSK3A inh: 1; Platelet DG rel: -2; PolyA inhibitor: inactive; GSK3B inh: 1; HDAC3 inhib: 12; AI-2 QS modul: 21

Results for COc1ccccc1CCC(=O)Nc1nccs1 ?
HSP90 refold inh: 1; HSF1 inh: -1; Dyrk1A ADPGlo: -3; HSF-1 act: 3; GSK3A inh: -3; Platelet DG rel: 4; PolyA inhibitor: inactive; GSK3B inh: 0; HDAC3 inhib: 5; AI-2 QS modul: 1

What do the screens show for `COc1ccc2[nH]c(=O)c(C(c3nnnn3C3CCCCC3)N3CCN(C)CC3)cc2c1` (stereo not given)?
HSP90 refold inh: 4; HSF1 inh: 0; Dyrk1A ADPGlo: -3; HSF-1 act: 6; GSK3A inh: -3; Platelet DG rel: 0; PolyA inhibitor: inactive; GSK3B inh: 3; HDAC3 inhib: -2; AI-2 QS modul: 11

Results for O=C(/C=C/c1ccc(F)cc1)NCc1cccs1 ?
HSP90 refold inh: 2; HSF1 inh: 5; Dyrk1A ADPGlo: 12; HSF-1 act: 20; GSK3A inh: 0; Platelet DG rel: -2; PolyA inhibitor: inactive; GSK3B inh: 3; HDAC3 inhib: 6; AI-2 QS modul: -90*

Compound activity from PubChem BioAssay.

Some of the compounds tested (hit frequency here may not be typical).
